# DT40 TDP1 no CPT = qHTS for Inhibitors of human tyrosyl-DNA phosphodiesterase 1 (TDP1): qHTS in cells in absence of CPT; DT40 Tdp1-/- hTDP1 cells, no CPT, ATP luminescence, 48 h; Potency, µM (series often up to 46.2 µM), for inactives: top-dose activity change, negative = growth inhibition, actives largely listed as inhibitors; 420,000 tested, 15% active; AID 686978, 2013; note: nearly all actives have a fitted effect of over 55% in size
#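 Stably hTDP1-transfected Tdp1-null chicken DT40 cells were treated with library compounds minus camptothecin and grown for at least 48 hr at 37 °C, after which cellular ATP was quantified by luminescence.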
# KAT2A inh = qHTS Assay for Inhibitors of GCN5L2 | Histone acetyltransferase KAT2A (Homo sapiens), Q92830 | GCN5L2 HAT assay, ThioGlo1 CoA-SH fluorescence | Potency, µM (top dose mostly 58.9 µM), for inactives: top-dose activity change, negative = inhibition, most hits filed as inhibitors | 390,000 tested, 0.21% active | AID 504327, 2011
# Target sequence (Q92830 whole entry, looked up): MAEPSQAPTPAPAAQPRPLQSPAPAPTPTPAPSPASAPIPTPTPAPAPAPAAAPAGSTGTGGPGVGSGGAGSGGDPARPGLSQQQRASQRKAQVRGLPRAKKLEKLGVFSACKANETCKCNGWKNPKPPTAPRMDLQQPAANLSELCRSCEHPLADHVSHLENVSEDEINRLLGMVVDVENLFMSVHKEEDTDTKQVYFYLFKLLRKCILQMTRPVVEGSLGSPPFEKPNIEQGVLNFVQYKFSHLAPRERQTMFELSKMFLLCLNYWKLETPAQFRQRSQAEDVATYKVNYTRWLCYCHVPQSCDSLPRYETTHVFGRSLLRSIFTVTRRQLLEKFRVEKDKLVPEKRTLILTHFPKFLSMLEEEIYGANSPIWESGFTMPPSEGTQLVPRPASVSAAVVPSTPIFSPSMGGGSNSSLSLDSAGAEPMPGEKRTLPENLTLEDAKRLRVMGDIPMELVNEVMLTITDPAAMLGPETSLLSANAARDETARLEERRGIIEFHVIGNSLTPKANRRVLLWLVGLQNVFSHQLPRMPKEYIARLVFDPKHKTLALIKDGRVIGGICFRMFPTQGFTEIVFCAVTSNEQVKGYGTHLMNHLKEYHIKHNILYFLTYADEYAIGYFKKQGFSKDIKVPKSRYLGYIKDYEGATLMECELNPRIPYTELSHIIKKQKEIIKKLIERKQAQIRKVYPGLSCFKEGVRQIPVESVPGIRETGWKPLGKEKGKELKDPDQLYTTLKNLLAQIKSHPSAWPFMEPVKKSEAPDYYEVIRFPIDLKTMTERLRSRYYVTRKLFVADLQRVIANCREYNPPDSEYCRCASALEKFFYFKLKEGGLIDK
#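 GCN5L2 (20nM final) in 50mM HEPES, 0.1mM EDTA pH 7.5, 0.01% Tween-20 was preincubated 15 min at room temperature with compound, then given ThioGlo1 (50uM), H3(1-25) peptide (75uM) and acetyl-CoA (70uM); CoA-thiol fluorescence (Ex340/Em540) was read at 0 and 20 min.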
# TDP1 block = qHTS Assay for Inhibitors of Tyrosyl-DNA Phosphodiesterase (TDP1); Tyrosyl-DNA phosphodiesterase 1 (Homo sapiens), Q9NUW8; recombinant TDP1, AlphaScreen DNA substrate cleavage; Potency, µM (highest dose often 130 µM), for inactives: top-dose activity change, negative = inhibition, most hits filed as inhibitors; 350,000 tested, 0.28% active; note: nearly all actives have a fitted effect of over 40% in size
#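 E. coli-derived human Tdp1, 1 nM final. Cpd preinc 15 min RT; substrate 15 nM final, 5 min RT; AS bead mix 10 ug/ml final, 10 min RT. Signal loss = tyrosine-FITC cleavage. No-enzyme wells = max signal.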
# * hit, by the source's call; ? = inconclusive; · = no result given; & = joins results of further samples; [ ] = another dose, or the depositor's remark. Calls come from the whole dose curve; as a rule, active = well fitted curve in the direction sought with a large enough effect; inconclusive = small, poorly fitted or top-dose-only effect, or another doubt; inactive = no such curve, though single readings can be large; an effect the other way counts as inactive or inconclusive. % is set by controls: 0 for no effect and ±100 for the full control effect; potency is the fitted concentration of half-maximal effect. A portion of the library; rates above refer to the full screens.
Molecule	TDP1 block	KAT2A inh	DT40 TDP1 no CPT
CC(=O)OCCNc1nc(-c2ccccc2)nc2ccccc12	0%	-1%	-14%
Nc1ccn(-c2ccc(Cl)cc2)c(=O)c1	-5%	0%	6%
O=C(c1cccc(C(F)(F)F)c1)c1c[nH]c(C(=O)NCC2CCCO2)c1 (centres undefined)	3%	-13%	?
O=C(CCCOc1ccccc1)N1CCN(c2ccccn2)CC1	0%	3%	?
COc1ccc(C2=NS(=O)(=O)N(C)C(C(=O)N3CCC(C)CC3)=C2)cc1	·	-16%	?
CC(=O)N1CCc2cc(N=NC3=C(O)CC(C)(C)CC3=O)ccc21	3%	-10%	-10%
COc1ccc2c(c1)c(C(C)=O)c(C)n2CCc1ccccc1	·	0%	?
CC(NC(=O)CN1CCOCC1)c1ccc(F)cc1 (centres undefined)	·	0%	8%
CC(=O)Oc1ccc(N2C(=O)C3C4C=CC(O4)C3C2=O)cc1 (centres undefined)	-8%	-20%	?
Cc1nonc1CC(=O)N1CCc2c([nH]c3ccccc23)C1c1ccccc1F (centres undefined)	0%	0%	?
C/C(=N/NS(=O)(=O)c1ccc(C)cc1)c1cccc(NC(=O)c2cccc(Cl)c2)c1	3%	-14%	-1%
O=C(Nc1ccc(CCC(=O)N2CCCC2)cc1)c1ncn[nH]1	0%	1%	-17%
COc1cccc(NC(=O)[C@H](C)NC(=O)N2CCn3c2nc2ccccc23)c1	0%	-6%	5%
CCOC(=O)COc1ccc(CC)cc1C(=O)c1ccn2nc(-c3ccc(F)cc3)cc2n1	-5%	-6%	?
CCN(CC)S(=O)(=O)c1ccc(-n2cnc3cc(C)c(C)cc32)nc1	3%	-8%	?
CC1=CC(c2ccc(Cl)cc2)n2nc(NC(=O)CCCC(=O)O)nc2N1 (centres undefined)	·	-9%	5%
COc1ccc(C(=O)CSc2cc(C)[nH]c(=O)n2)cc1	-16%	-25%	-20%
Cc1c(NC(=O)C(C)Sc2ncnc3ccccc23)c(=O)n(-c2ccccc2)n1C (centres undefined)	2%	0%	-10%
Cc1c(NC(=O)C(C)N2CC(C)OC(C)C2)c(=O)n(-c2ccccc2)n1C (centres undefined)	0%	0%	-14%
O=C(COc1ccc2ccccc2c1)Nc1ccc2c3c(cccc13)CC2	5%	1%	-15%
O=C(/C=C/c1ccc(O)c(O)c1)OCCc1ccccc1	13%	-19%&0%&-24%&-16%	1µM*
O=C(NC1CCCCCC1)c1ccc(Br)o1	3%[0.0935 µM]	-2%	-2%
C#CCOCCOCCOCCNc1nc(N2CCN(C(=O)[C@H]([C@@H](C)CC)n3cc([C@@H](N)CC(C)C)nn3)CC2)nc(N2CCN(C(=O)[C@H](CCCCN)n3cc([C@@H](N)CO)nn3)CC2)n1	5%	-4%	0%
Cc1ccc(S(=O)(=O)NCCC(=O)Nc2cccc(Cl)c2)cc1	-1%	2%	0%
NC(=O)C1(N2CCCCC2)CCN(CC(=O)Nc2cc(Cl)ccc2Cl)CC1	2%	-20%	-22%
Cc1ccc(B(O)O)cc1	2%	·	-11%
CCOC(=O)C1CCN(C(=O)c2ccc(N(C)S(=O)(=O)c3ccc(OC)cc3)cc2)CC1	·	-2%	?
CC(=O)N1CCc2c(sc3c2c(=O)n(Cc2ccccc2)c(=O)n3Cc2cc(C)ccc2C)C1	1%	0%	21µM*
O=C(NCc1cccnc1)c1ccc(NC(=O)c2ccc(Br)cc2)cc1	-13%	-9%	15µM*
COC(=O)COc1cc(Br)c(/C=C2/SC(=O)N(CC(=O)N3CCCC3)C2=O)cc1OC	4%	2%	-25%
Cn1c(SCC2CCCO2)nnc1-c1cccc([N+](=O)[O-])c1 (centres undefined)	6%	-3%	14%
Cc1cc(C)cc(OC(=O)c2cc(-c3ccc4c(c3)OCCO4)on2)c1	-7%	-12%	-9%
CCOc1ccc(-n2c(-c3ccc(OC)cc3)cc3c2CC(C)(C)CC3=O)cc1	14%	-7%	?
Cc1ccc(C)c(NC(=O)Nc2nnc(N(CC(C)C)CC(C)C)s2)c1	9%	0%	?
Cc1ccc(S(=O)(=O)c2nc(Nc3ccccc3C#N)sc2Cl)cc1	8%	31%[activator]	2.6µM*
COCCN(C(=O)COC(=O)c1cccnc1SC)c1c(N)n(Cc2ccccc2)c(=O)[nH]c1=O	-4%	-3%	-8%
COC(=O)N1CCC2(CCCN(C(=O)Nc3cccc(F)c3)C2)CC1	·	6%	-4%
Cc1ccc(OCCSc2nc3ccc(NC(=O)COc4ccc(F)cc4)cc3s2)cc1	-1%	-2%	?
CCCNC(=O)NCCc1ccncc1	-2%	-8%	-8%
Cn1nc(Oc2ncc(C(F)(F)F)cc2Cl)cc1C(F)(F)F	-3%	-5%	?
COc1ccc([N+](=O)[O-])cc1N(CC(=O)Nc1ccccc1C(=O)NC(C)C)S(C)(=O)=O	-2%	-9%	-22%
CC(NC(=O)CSc1n[nH]c(-c2ccccc2Cl)n1)c1nc2ccccc2n1C (centres undefined)	3%	-1%	-21%
CCS(=O)(=O)N1CC(=O)N(c2cccc(Cl)c2C)C(C)(C(=O)NC2CCCCC2)C1 (centres undefined)	1%	-5%	-6%
Cc1ccccc1N/N=C1\CCCNC1=O	9%	3%	-8%
CC(C)c1ccccc1NC(=O)COC(=O)Cc1c[nH]c2ccccc12	0%	-9%	-10%
Cc1cccc(/C(N)=N/OC(=O)c2ccncc2)c1	-1%	1%	9%
COc1cc2nc(SCc3ccc(F)cc3)n3nc(CCn4c(C)nc5ccccc54)nc3c2cc1OC	-5%	-2%	?
Cc1occc1-c1n[nH]c(=S)n1C	-4%	-9%	-7%
CC(C)n1c(SCC(=O)Nc2ccccc2)nc2c1c(=O)[nH]c(=O)n2C	3%	-22%	1%
CN(CC(=O)Nc1cccc(F)c1)C(=O)CCNC(=O)c1ccco1	·	0%	-16%
CCOC(=O)CSc1nnc(NC(=O)NC(C)C)s1	5%	-4%	4%
O=C(O)CC(CC(=O)N1CCOCC1)c1ccccc1 (centres undefined)	·	-9%	-7%
CCCS(=O)(=O)c1c(S(=O)(=O)CCC)c2c(C(N)=O)cccn2c1C(=O)c1ccc(F)cc1	-1%	-21%	21%
CC1CC(C)CN(CCCNC(=O)C2CCCN(S(=O)(=O)N3CC(C)CC(C)C3)C2)C1 (centres undefined)	1%	-1%	11%
CCCCCNC(=O)c1ccccc1SC	-2%	-12%	-9%
Cc1ccccc1Cn1c(=N)n(CC(=O)c2ccco2)c2ccccc21	3%	0%	16µM*
COC(=O)C(NC(=O)c1ccccc1)(Nc1cc(C)cc(C)n1)C(F)(F)F (centres undefined)	-2%	2%	-11%
CCN1CCN(c2oc(-c3ccc(COc4ccc(OC)cc4)o3)nc2C#N)CC1	11%	-9%	?
O=C1CN(C(=O)c2cnccn2)c2ccccc2N1	1%	-4%	5%
CC(C)c1ccc(NC(=O)c2ccc(CN3CC(=O)N4CCCCC4C3=O)cc2)cc1 (centres undefined)	4%	-9%	16µM*

# Further structures.
Molecule	TDP1 block	KAT2A inh	DT40 TDP1 no CPT
COc1ccc(Cl)cc1NC(=O)COc1ccc(S(=O)(=O)N2CCOCC2)cc1C	2%[0.0935 µM]	0%	?
O=C(N/N=C\c1cccc(Cl)c1)c1ccc(Cn2cc(Br)c([N+](=O)[O-])n2)o1	-4%	-5%	-26%
COC(=O)C(Cc1ccccc1)NC(=O)CNC(=O)c1ccc(Br)cc1 (centres undefined)	·	-1%	-6%
O=C(c1ccc(CS(=O)Cc2ccc(Cl)cc2)o1)N1CCN(c2ccc(F)cc2)CC1 (centres undefined)	5%	-9%	-3%
COCCN(C(=O)Cn1nnc2ccccc21)C(C(=O)NC1CCCC1)c1cccc(OC)c1OC (centres undefined)	-1%	0%	-20%
Cc1ccccc1C(=O)NCCc1csc(-c2ccc(C(F)(F)F)cc2)n1	-4%	-15%	?
CCn1c2ccccc2c2nnc(SCC(=O)N3CC(C)OC(C)C3)nc21 (centres undefined)	7%	0%	16µM*
O=C(/C=C/c1ccc(N2CCCCC2)c([N+](=O)[O-])c1)c1ccc(O)cc1	11%	-10%	18µM*
Cc1ccc(-n2nc(-c3ccco3)cc2C(=O)O)c(C)c1	·	?	-3%
Cc1cccc(Oc2ccc(NC(=O)C3CC=CCC3C(=O)O)cc2)c1 (centres undefined)	·	-4%	2.1µM*
Cc1cc(C)c(C(=O)C(C)OC(=O)c2ccc(Cl)nc2)cc1C (centres undefined)	-14%	-7%	?
CNCCC(Oc1ccccc1C)c1ccccc1 (centres undefined)	5%[56.1 µM]	-15%&-5%	·
Cc1ccc(Cl)cc1NC(=O)c1ccccc1OCC(=O)N1CCOCC1	0%	-18%	2%
Cc1ccc(-c2c(C(=O)N/N=C/c3cccs3)nnn2-c2nonc2N)cc1	-6%	0%	-23%
CN(C)c1ccc(CNC(=O)C2CCN(S(=O)(=O)c3cn(C)cn3)CC2)cc1	4%	22%	-23%
O=C(c1ccncc1)N(Cc1ccccc1)Cc1nc2ccccc2c(=O)[nH]1	2%	1%	-9%
O=C(COC(=O)c1cc(=O)c2ccccc2o1)Nc1c(F)c(F)c(F)c(F)c1F	5%	-4%	-5%
CCOC(=O)CCn1cnc2onc(-c3ccccc3Cl)c2c1=O	1%	-3%	-10%
O=C(NCC1CCCO1)c1cc2c([nH]c3ccccc32)c(-c2ccc(F)cc2)n1 (centres undefined)	·	-8%	1.8µM*
CC(Cc1ccccc1)N/C=C1/CC(=O)NC1=O (centres undefined)	6%	1%	0%
CCOC(=O)c1ccccc1NC(=O)COC(=O)c1ccc(C)c(S(=O)(=O)N2CCOCC2)c1	0%	-5%	-14%
Cc1ccccc1CNC(=O)CCC(=O)N1Cc2ccccc2Oc2ncccc21	1%	-5%	-21%
CC(C)c1ccc(N(CC(=O)NC2CCCC2)C(=O)CCC(=O)Nc2ccccn2)cc1	8%	-2%	?
COc1ccc(/C(O)=C2/C(=O)C(=O)N(CCCN(C)C)C2c2ccc(C)o2)cc1Cl (centres undefined)	2%	-2%	·
Cc1cc(C)n2nc(CCc3nc4nc(C)cc(C)n4n3)nc2n1	2%	-2%	·
O=C(c1ccc(Br)o1)N1CCN(CCOc2ccccc2)CC1	·	-4%	-31%
CN(C)c1cccc(C(=O)NCc2ccc3c(c2)OCO3)c1	·	-3%	-19%
O=[N+]([O-])c1ccc(Oc2c(F)c(F)nc(N3CCCC3)c2F)cc1	1%	·	?
Cc1cccc(COCC(CC(C)C)N2CCN(C(=O)c3ccc(C(C)(C)C)cc3)CCC2=O)c1 (centres undefined)	-3%	-10%	18µM*
O=[N+]([O-])c1cc(C2Nc3cccc4cccc(c34)N2)ccc1Cl	5%	-9%	-25%

# Structural class: the compounds so far with a nitro group on carbon (six)
Molecule	TDP1 block	KAT2A inh	DT40 TDP1 no CPT
Cn1c(SCC2CCCO2)nnc1-c1cccc([N+](=O)[O-])c1 (centres undefined)	6%	-3%	14%
COc1ccc([N+](=O)[O-])cc1N(CC(=O)Nc1ccccc1C(=O)NC(C)C)S(C)(=O)=O	-2%	-9%	-22%
O=C(N/N=C\c1cccc(Cl)c1)c1ccc(Cn2cc(Br)c([N+](=O)[O-])n2)o1	-4%	-5%	-26%
O=C(/C=C/c1ccc(N2CCCCC2)c([N+](=O)[O-])c1)c1ccc(O)cc1	11%	-10%	18µM*
O=[N+]([O-])c1ccc(Oc2c(F)c(F)nc(N3CCCC3)c2F)cc1	1%	·	?
O=[N+]([O-])c1cc(C2Nc3cccc4cccc(c34)N2)ccc1Cl	5%	-9%	-25%

# The listing continues:
Molecule	TDP1 block	KAT2A inh	DT40 TDP1 no CPT
O=C(Nc1cccc(C(F)(F)F)c1)C1CCN(S(=O)(=O)c2cccnc2)CC1	0%	-6%	21µM*
C=CCNC(=S)Nc1sc2c(c1C(N)=O)CCCC2	·	-5%	?
C=CCNS(=O)(=O)c1ccc(OC)c(C)c1	4%	-13%	-3%
CCN(CC(=O)NCc1cccs1)C(=O)c1cccc(S(=O)(=O)NCc2ccccc2)c1	-3%	-21%	-21%

# Source: PubChem
